Screening data as filed in PubChem BioAssay.
CR mimetic SO – lowers age-related superoxide in aged yeast cells. S. cerevisiae aged cells, superoxide DHE fluorescence; stronger effect = lower value. superoxide response (% of plate mean), % at 10 µM. hit rate 0.18% among 330,000. AID 2690;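 active = superoxide response under a set limit, about three screen SD below normal, cut at about 65% in these data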;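 note: yeast aged for seven days with compound at 30 °C before DHE staining; 100% = average MFI of all compound-treated wells on the plate with controls excluded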
BCLXL inh – inhibitors of human Bcl-xL. Q07817. GST-Bcl-xL / FITC-Bim BH3 peptide fluorescence polarization. inhibition, % at 10.9 µM. hit rate 0.7% among 320,000. AID 2129;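 active = inhibition above the mean of all tested compounds plus 3 SD, cutoff set per campaign, cut at about 30% in these data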;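 note: 0% = DMSO wells and 100% = unlabeled Bim-BH3 peptide competitor; inhibitors lower millipolarization by displacing the labeled peptide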
Target sequence (Q07817 whole entry, looked up): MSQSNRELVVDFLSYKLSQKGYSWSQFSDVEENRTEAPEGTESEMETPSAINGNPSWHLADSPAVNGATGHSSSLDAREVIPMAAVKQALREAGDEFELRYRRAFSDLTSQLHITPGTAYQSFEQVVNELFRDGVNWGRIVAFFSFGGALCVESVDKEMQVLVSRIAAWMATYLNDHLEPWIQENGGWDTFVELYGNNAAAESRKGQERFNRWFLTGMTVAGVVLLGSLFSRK
ZTA counter – counter-screen for EBNA-1 inhibitors: inhibitors of Epstein-Barr virus ZTA; P03206; ZTA-DNA binding, fluorescence polarization; inhibition, % at 11 µM; hit rate 0.15% among 320,000; in the data active = inhibition above about 33%
Target sequence (P03206 whole entry, looked up): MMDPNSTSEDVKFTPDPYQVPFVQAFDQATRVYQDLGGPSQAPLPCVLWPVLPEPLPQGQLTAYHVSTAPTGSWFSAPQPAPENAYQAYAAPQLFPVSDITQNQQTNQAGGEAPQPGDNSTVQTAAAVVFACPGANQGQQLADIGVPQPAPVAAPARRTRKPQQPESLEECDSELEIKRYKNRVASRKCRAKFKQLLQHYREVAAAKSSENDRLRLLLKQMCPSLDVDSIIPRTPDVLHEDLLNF
EBNA-1 inh – blocks EBNA-1 binding to DNA | EBNA-1 DNA binding, fluorescence polarization | inhibition, % at 14.8 µM | hit rate 0.34% among 300,000; in the data active = inhibition above about 28%
GLD-1 RNA inh – GLD-1-TGE RNA interaction inhibition (C. elegans). purified GLD-1 + fluorescein TGE RNA, fluorescence polarization. hit rate 0.44% among 320,000. Q17339. inhibition, % at 5.96 µM. AID 2280;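 active = percent inhibition above a per-plate cutoff, the plate mean of test compounds plus 3 SD, cut at about 30% in these data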;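 note: 0% = DMSO wells with GLD-1 and probe and 100% = wells lacking GLD-1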
MEX-5 binding – C. elegans MEX-5 TCR-2 RNA binding activity | MEX-5/FITC-TCR2 RNA binding, fluorescence polarization; stronger effect = lower value | activity score (negative = inhibition of binding), % at 10 µM | hit rate 0.38% among 300,000;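 active = inhibition past about -25% in most replicates, and total fluorescence under double the plate's negative control median, limit read from the data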;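 note: 0% = DMSO and -100% = 5 µM competing unlabeled TCR2 RNA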
MCL1-BIM inh – inhibitors of human MCL1 binding to BIM-BH3 peptide. GST-MCL1 / FITC-Bim-BH3 fluorescence polarization. inhibition, % at 10.9 µM. hit rate 0.68% among 320,000;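 active = inhibition above the mean inhibition of all tested compounds plus 3 SD, set per campaign, cut at about 40% in these data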;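 note: 0% = DMSO wells and 100% = unlabeled Bim-BH3 peptide control; higher means more loss of mP so more displacement of Bim peptide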
Target sequence (Q07820 whole entry, looked up): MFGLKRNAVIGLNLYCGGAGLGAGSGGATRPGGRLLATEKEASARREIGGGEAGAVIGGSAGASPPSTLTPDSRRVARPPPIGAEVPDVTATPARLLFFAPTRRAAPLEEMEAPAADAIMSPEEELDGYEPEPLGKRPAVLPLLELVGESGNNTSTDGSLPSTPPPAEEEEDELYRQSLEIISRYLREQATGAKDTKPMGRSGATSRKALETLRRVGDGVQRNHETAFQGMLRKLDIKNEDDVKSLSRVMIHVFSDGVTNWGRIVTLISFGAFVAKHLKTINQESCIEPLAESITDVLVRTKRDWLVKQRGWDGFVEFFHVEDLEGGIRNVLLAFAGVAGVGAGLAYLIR
Fam108B counter – blocks mouse Fam108B hydrolase in RBBP9 counter-screen; recombinant Fam108B, FP-Rh probe fluorescence polarization; inhibition, % at 9.51 µM; hit rate 0.33% among 300,000;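 active = inhibition above the screen mean inhibition plus 3 SD, computed separately per campaign, cut at about 18% in these data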;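 note: inhibitors lower polarization as less probe binds the enzyme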
Efflux pump mplx – antifungal efflux pump inhibition, Nile Red retention | S. cerevisiae Candida pump triplex | inhibition, % at 10 µM | hit rate 0.44% among 330,000;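 active = plate passing quality check with inhibition over a set limit, or well fluorescence over plate mean plus 4 SD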;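 note: Nile Red retained in pooled yeast measured as flow cytometry median fluorescence; 0% = buffer negative control and 100% = Enniatin B positive control; higher means more Nile Red kept so more efflux inhibition; some compounds called inactive have numbers as strong as hits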
* marks the source's active call; other numbers are inactive results; . = no result given.

Preview (2 entries):
SMILES	CR mimetic SO	BCLXL inh	ZTA counter	EBNA-1 inh	GLD-1 RNA inh	MEX-5 binding	MCL1-BIM inh	Fam108B counter	Efflux pump mplx
O=C(CCN1C(=O)C2C3C=CC(C3)C2C1=O)N1CCN(c2ccc([N+](=O)[O-])cc2)CC1 (stereo not given)	97.2	3.9	-27.5	-6.4	1.0	-0.3	4.6	0.5	0.1
CCOC(=O)CSc1nnc(-c2cccs2)n1-c1ccccc1	92.7	-3.9	-26.1	-9.5	-9.1	1.1	4.5	0.5	0.0

The whole of this part (from the top)
SMILES	CR mimetic SO	BCLXL inh	ZTA counter	EBNA-1 inh	GLD-1 RNA inh	MEX-5 binding	MCL1-BIM inh	Fam108B counter	Efflux pump mplx
O=C(CCN1C(=O)C2C3C=CC(C3)C2C1=O)N1CCN(c2ccc([N+](=O)[O-])cc2)CC1 (stereo not given)	97.2	3.9	-27.5	-6.4	1.0	-0.3	4.6	0.5	0.1
CCOC(=O)CSc1nnc(-c2cccs2)n1-c1ccccc1	92.7	-3.9	-26.1	-9.5	-9.1	1.1	4.5	0.5	0.0
CCc1ccc(S(=O)(=O)Nc2ccc(C)c(NS(C)(=O)=O)c2)cc1	109.3	0.9	-12.1	-12.3	9.2	-0.5	-0.9	-1.9	-0.1
Cc1ccc(CNS(=O)(=O)c2cc3c(cc2C)NC(=O)CO3)cc1	114.0	4.3	4.1	0.3	-3.7	-1.4	-0.5	3.1	-0.1
CN(C(=O)c1ccccc1)C1(C)CCS(=O)(=O)C1 (stereo not given)	87.6	0.3	4.6	12.6	4.0	-4.2	-2.4	2.4	-0.1
COc1cc(C=O)ccc1OS(=O)(=O)c1ccc(NC(C)=O)cc1	110.9	1.4	-3.0	5.5	-4.0	-2.9	-5.8	-3.1	-0.1
Cc1cccc(CSC2=NCCN2C(=O)c2ccc(Br)o2)c1	131.1	-0.5	-3.4	-3.9	0.1	-0.1	2.0	-0.2	-0.1
N#Cc1sc2nccc(Nc3ccccc3)c2c1N	85.5	0.2	-4.7	-5.8	-7.7	0.7	3.9	0.5	0.1
COc1ccc(OC)c(/C=N/NC(=O)CCCC(=O)Nc2cccc(Br)c2)c1	108.0	4.2	-7.7	-5.1	-1.2	1.3	8.2	2.6	0.5
COc1cc2c(-c3ccc4cc[nH]c4c3)c(-c3ccsc3)oc(=O)c2cc1OC	95.5	1.5	2.5	.	-0.3	.	1.8	.	-0.1
COc1ccc(C(=O)Nc2cccc(NC(=O)c3cccs3)c2)cc1OC	103.6	2.4	-12.4	-2.5	-1.0	-1.2	7.4	-4.7	0.1
COc1ccccc1CNC(=O)c1ccc2c(c1)OCO2	104.8	3.5	-19.0	15.6	1.6	0.5	2.2	-1.2	0.0
COCCNC(=O)c1noc2c1CCc1cc(OC)ccc1-2	114.8	0.1	-6.3	-1.2	3.2	0.5	9.0	-3.9	0.1
CCc1ccc2nc(SCC(=O)N3CCCCC3)c(C#N)cc2c1	117.4	6.9	3.7	8.9	4.0	-2.4	2.3	0.7	-0.1
CSc1ccccc1NC(=O)c1c(Br)cnn1C	82.9	-4.7	14.6	6.4	-6.2	0.7	-0.6	0.0	-0.2
CN(C)C(CNC(=O)c1ccc2nc[nH]c2c1)c1ccccc1 (stereo not given)	104.3	0.7	5.8	-10.2	4.6	-0.1	-0.4	-0.3	0.1
Cn1cc(CC(=O)Nc2cccc(C#N)c2)c2ccccc21	97.1	4.0	-12.1	-9.6	0.5	0.2	-5.8	4.5	0.2
O=C(c1ccc2c(=O)n(Cc3ccc(Cl)cc3)c(=S)[nH]c2c1)N1CCOCC1	97.1	-2.8	8.0	-0.3	-0.9	2.5	-2.1	5.0	-0.2
O=C(NN1C(=O)C2C3C=CC([C@@H]2C1=O)C31CC1)c1ccccc1 (stereo not given in full)	95.7	-0.3	9.8	-1.1	1.1	0.3	-0.1	-1.7	0.1
CCc1ccc(N2CC(C(=O)Nc3cc(C)on3)CC2=O)cc1 (stereo not given)	99.1	7.1	14.7	-3.3	6.5	-0.3	14.6	4.0	0.0
CCOC(=O)c1cc(S(=O)(=O)N2CCN(C3CCCCC3)CC2)cn1C	88.1	4.4	-16.1	1.2	3.7	0.8	-0.4	-2.7	0.1
C[N+]1(C)CCC(=C2c3ccccc3CC(=O)c3sccc32)CC1	109.5	-16.4	-8.9	-1.9	5.4	-2.4	-30.1	2.1	0.1
O=C(COc1ccccc1)NCC1(N2CCCCC2)CCCCC1	118.7	2.0	3.0	-11.8	1.0	-0.7	1.0	-3.9	0.3
CC1(C)CN(c2ccc(C(=O)c3ccccc3)cc2)C1=O	110.1	2.5	-0.8	-12.8	3.4	2.8	-2.1	-1.3	-0.1
CN(C(=O)CSc1nc2sc3c(c2c(=O)n1C)CCC3)C1CCS(=O)(=O)C1 (stereo not given)	87.8	0.2	-2.0	.	1.5	.	3.5	.	0.0
CCOc1ccc(CN(C)C(=O)c2ccc(S(=O)(=O)N(C)c3ccccc3OC)cc2)cc1	127.8	4.2	-0.4	.	3.0	.	5.9	.	0.3
Cc1cccc(CSc2nc3c(c(-c4cccs4)c2C#N)CN(C)CC3)c1	104.2	33.5*	16.3	8.7	-1.4	-2.7	28.3	3.9	0.3
O=C(COC(=O)c1nc(Cl)ccc1Cl)Nc1ccc(Cl)cc1	94.7	-3.1	-10.3	.	9.0	.	-3.5	.	0.1
Cc1nn(-c2ccccc2)c(-c2ccccc2)c1C(=O)O	106.2	0.3	-13.5	4.2	4.8	.	-5.0	0.6	0.0
COc1ccc(CCN2CC(C(=O)NCCc3ccc(C)cc3)CC2=O)cc1OC (stereo not given)	106.9	7.1	12.9	4.1	-2.9	-2.6	1.7	-1.7	-0.1
CCCCN(C)C(=O)CS(=O)(=O)Cc1nc(-c2cccc(OC)c2)oc1C	86.8	8.1	-5.4	-1.7	1.7	-0.4	1.6	6.8	0.0
Cc1cc(C)cc(OCC(=O)Nc2nonc2NC(=O)COc2cc(C)cc(C)c2)c1	101.2	-0.5	-5.4	-12.9	-0.9	-2.8	-2.9	-36.2	0.1
COC(=O)c1ccc(CNCC(=O)Nc2ccc(C(=O)OC)cc2)cc1	95.4	-1.7	-1.1	-4.0	-3.7	-2.5	0.8	-2.9	1.8
CC1CCCCN1C(=O)CSCC(=O)Nc1nc(-c2cccs2)cs1 (stereo not given)	95.9	1.1	-2.9	-1.4	1.0	-2.1	-0.7	-0.1	-0.1
CCC(=O)N1CCc2cc(S(=O)(=O)N3CCN(c4ccccc4)CC3)ccc21	82.4	1.6	-12.4	-4.7	5.2	.	-2.2	2.4	0.4
CNC(=S)N/N=C/c1ccc(-c2ccc(Cl)c([N+](=O)[O-])c2)o1	104.1	3.2	-0.7	-8.2	4.2	1.4	7.3	1.5	-0.1
Cc1ccccc1C1CC(c2ccc(Br)cc2)Nc2nc(N)nn21 (stereo not given)	121.7	4.9	-6.0	0.3	3.8	0.1	0.0	3.4	0.0
CC1CCCN(Cc2nc3c(c(=O)n(C)c(=O)n3C)n2Cc2c(F)cccc2Cl)C1 (stereo not given)	117.3	3.8	-3.7	10.0	0.4	-1.0	5.5	0.5	0.0
COc1ccc(C(=O)COc2ccc3c(C)cc(=O)oc3c2)cc1	97.9	4.9	0.0	5.8	1.1	-3.3	-1.3	-0.8	0.0
CC1CCCN(C(=S)Nc2ccc(Nc3ccccc3)cc2)C1 (stereo not given)	103.7	1.8	-7.9	-24.3	4.2	-1.3	0.8	0.4	0.4
COc1ccc(OC)c(NC(=S)N2c3ccccc3CC2C)c1 (stereo not given)	93.1	5.3	-5.9	1.1	-4.8	-1.7	12.3	0.2	-1.0
O=C(CCN1C(=O)/C(=C/c2ccccc2Cl)SC1=S)NCCc1ccc(O)cc1	121.3	5.4	-8.8	-10.0	-2.1	-0.3	10.7	-4.6	0.1
Cc1ccc(CN(N=Nc2nonc2N)c2nonc2N)c(C)c1	101.5	5.4	-22.2	-9.6	7.8	-0.9	4.7	-1.1	0.0
COc1ccc(-c2cn3c(C)c(C(=O)NCc4ccc5c(c4)OCO5)sc3n2)cc1	94.8	-1.2	-13.0	80.5*	-5.8	2.0	-3.8	15.7	-0.1
O=C(O)CC/C(=C\c1cc2c(cc1Br)OCO2)c1nc2ccccc2s1	83.7	8.4	-0.1	6.9	1.9	-2.6	14.4	-2.9	-0.3
O=C(CSCC(=O)OCC(=O)c1ccc(Br)cc1)Nc1cccc2ccccc12	92.6	0.8	14.0	-10.9	3.7	1.5	7.9	-2.5	-0.1
Cc1cc(C(=O)NNC(=S)Nc2ccccc2)nn1C	99.1	0.5	3.3	-13.3	-2.3	-2.7	5.0	-4.3	0.2
S=C(NCc1ccc(Cl)cc1)Nc1ccc(Cl)cc1Cl	97.5	2.8	1.9	12.6	5.4	-1.8	11.3	-6.8	0.0
NS(=O)(=O)c1ccc(NC(=O)CSc2nc3ccccc3n2-c2ccccc2)cc1	94.1	-2.6	6.0	-3.3	3.5	-1.2	-5.5	-9.7	0.2
COc1ccc(C(=O)Nc2ccc(Cl)cc2C(=O)N2CCOCC2)cc1	95.4	4.7	10.2	-5.7	-2.8	0.8	-3.6	1.3	0.0

Next section.
SMILES	CR mimetic SO	BCLXL inh	ZTA counter	EBNA-1 inh	GLD-1 RNA inh	MEX-5 binding	MCL1-BIM inh	Fam108B counter	Efflux pump mplx
Cn1c(Cc2nc3ccccc3n2C)nc2ccccc21	111.3	-0.5	-7.2	-4.0	4.0	11.7	0.4	-1.5	0.1
CC(OC(=O)CNC(=O)COc1ccccc1)C(=O)N(C)Cc1ccccc1 (stereo not given)	89.9	0.0	0.8	-6.9	1.8	-1.1	8.5	-1.5	0.0
O=C1CC(N2CCCCCC2)C(=O)N1c1ccc2c(c1)OCO2 (stereo not given)	107.5	2.3	-16.9	-11.7	4.3	2.8	3.8	6.0	-0.1
Cc1ccc(N2C(=O)[C@@H]3C(C(=O)CN4C(=O)c5ccccc5C4=O)=NN[C@@H]3C2=O)c(C)c1	117.9	3.3	-20.3	-14.4	-1.6	.	4.4	-1.1	0.2
O=C(CSCc1ccccc1Br)NC1CC1	97.5	-1.4	9.7	-1.8	-3.5	1.0	5.5	-1.1	0.1
CCc1cc2c3c([nH]c2cc1S(=O)(=O)N1CCC2(CC1)OCCO2)CCCC3=O	89.3	0.2	9.4	-9.1	0.1	-1.1	0.1	-4.0	0.3
CCCCCCCCCC[n+]1cccc(C(=O)N(CC)CC)c1	96.8	4.5	-2.2	-8.3	-5.6	2.4	2.9	-1.5	0.1
O=C(Nc1ccc(N2CCCC2)c(S(=O)(=O)Nc2cccc(C(F)(F)F)c2)c1)c1cccs1	99.9	2.7	-1.6	-3.7	10.0	4.4	0.5	21.5*	0.0
CC(NCc1ccc2c(c1)OCO2)C(=O)N1CCc2ccccc21 (stereo not given)	100.1	2.2	0.9	-11.3	0.9	-0.2	-9.7	3.4	0.2
CC(C)c1nc(Cl)c(C#N)c2c1CSC(C)(C)C2	124.1	-2.5	13.1	-3.0	0.6	2.0	-0.2	0.8	0.0
CCOc1cc(C(=O)N2CCCC2)cc(OCC)c1OCC	108.4	14.6	5.2	-3.7	13.4	-1.3	17.1	-1.3	0.5
O=C(NCCCO)C(=O)Nc1ccc2c(c1)N(S(=O)(=O)c1cccs1)CCC2	111.7	2.2	-5.8	-14.5	-0.5	-0.6	2.4	0.3	-0.1
N/C(Cc1ccc(Cl)cc1Cl)=N\OC(=O)Cc1cccs1	93.2	1.2	-4.8	-1.1	0.2	-1.7	7.6	4.4	-0.4
Cc1ccc(C)c(NC(=O)c2ccc[n+](Cc3ccc([N+](=O)[O-])cc3)c2)c1	119.2	3.0	-7.1	0.1	-2.6	-2.9	-3.8	2.6	0.0
Brc1ccccc1-n1nnc(-c2cccnc2)n1	.	4.2	-17.4	-7.8	4.9	-3.0	5.8	4.5	.
